HEK293 tox: kills HEK 293 cells; HEK 293 viability, ATP luminescence (CellTiter-Glo), 48-72 h; Potency, µM (doses to about 115 µM), without a hit: at the top dose activity change, negative = cytotoxicity, usual class: inhibitors; AID 1345083; actives 6.6% (n = 94,000); also: potency is read from the fitted curve at half-maximal effect; nearly all actives have a fitted effect of over 60% in size
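Viability of HEK 293 cells, plated at 250 cells/well, was judged by cellular ATP after compound treatment for 48 or 72 hr. Luminescence was imaged 10 min after CellTiter-Glo addition at room temperature.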
IP6K1 inh: blocks human inositol hexakisphosphate kinase 1 | Q92551 | IP6K1 kinase, ADP-Glo luminescence, 2 h; active compounds read low | activity change, % (series mostly up to about 58 µM) | actives 0.81% (n = 140,000) | AID 1645851; in the data active = activity change below about -25%
Target sequence (Q92551 whole entry, looked up): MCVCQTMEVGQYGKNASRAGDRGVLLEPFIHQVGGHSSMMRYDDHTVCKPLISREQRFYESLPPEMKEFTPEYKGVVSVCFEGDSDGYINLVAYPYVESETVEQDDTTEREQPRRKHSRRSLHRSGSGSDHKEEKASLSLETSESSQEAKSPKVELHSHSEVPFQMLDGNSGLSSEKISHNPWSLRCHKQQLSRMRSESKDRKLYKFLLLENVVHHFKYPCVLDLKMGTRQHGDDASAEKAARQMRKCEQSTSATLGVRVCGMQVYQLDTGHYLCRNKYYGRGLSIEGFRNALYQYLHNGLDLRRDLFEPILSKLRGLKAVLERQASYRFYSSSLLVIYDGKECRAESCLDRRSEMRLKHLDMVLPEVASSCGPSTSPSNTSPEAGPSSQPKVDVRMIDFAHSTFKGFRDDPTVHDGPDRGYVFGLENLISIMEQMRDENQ
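ADP-Glo luminescence measures ADP made by human IP6K1 during a 2 h RT reaction with ATP/IP6 (mix at 1.3 mM/130 uM); top library doses 57.5 and 19.1 uM final.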
Luciferase inh: blocks purified firefly luciferase enzyme activity. P08659. purified P. pyralis luciferase, luminescence, biochemical. Potency, µM (top dose mostly 115 µM), for the others: at the top dose activity change, negative = inhibition, usual class: inhibitors. actives 2.5% (n = 76,000). AID 1347043; also: potency is read from the fitted curve at half-maximal effect; nearly all actives have a fitted effect of over 65% in size
Target sequence (P08659 whole entry, looked up): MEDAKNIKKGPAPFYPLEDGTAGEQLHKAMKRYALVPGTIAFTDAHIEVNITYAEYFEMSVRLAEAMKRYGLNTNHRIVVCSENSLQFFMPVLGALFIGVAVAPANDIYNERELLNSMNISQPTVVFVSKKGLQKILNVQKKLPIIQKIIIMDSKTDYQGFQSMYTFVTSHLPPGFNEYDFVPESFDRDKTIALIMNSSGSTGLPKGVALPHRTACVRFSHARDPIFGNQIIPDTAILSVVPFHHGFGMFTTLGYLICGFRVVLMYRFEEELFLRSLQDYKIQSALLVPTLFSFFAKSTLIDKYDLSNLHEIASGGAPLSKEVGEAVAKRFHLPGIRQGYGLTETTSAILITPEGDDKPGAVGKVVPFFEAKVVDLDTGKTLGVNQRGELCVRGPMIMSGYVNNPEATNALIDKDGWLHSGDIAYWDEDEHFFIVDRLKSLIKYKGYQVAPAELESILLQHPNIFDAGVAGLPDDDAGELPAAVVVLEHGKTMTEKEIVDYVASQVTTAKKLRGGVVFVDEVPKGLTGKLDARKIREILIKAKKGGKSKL
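Biochemical qHTS: compound (6-point titration) added to 10uM D-luciferin plus 10uM ATP in Tris acetate pH 7.5 buffer with Mg, Tween-20 and BSA, then purified enzyme at 10nM; light output imaged.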
GPT2 inh: inhibitors of human GPT2 alanine aminotransferase. Q8TD30. Recombinant GPT2, coupled pyruvate oxidase/HRP Amplex Red fluorescence. Potency, µM (series often up to 57.7 µM), inactives show top-dose activity change, negative = inhibition, hits mostly inhibitors. actives 0.25% (n = 100,000). AID 1671188; also: potency is read from the fitted curve at half-maximal effect; nearly all actives have a fitted effect of over 60% in size; many of its hits are not listed in these tables
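Fluorescence of coupled pyruvate oxidase/HRP/Amplex Red system (50uM Amplex, 30 min, dark) reports pyruvate formed by GPT2. Enzyme reaction: 10ng/uL GPT2, 2mM L-alanine, 250uM a-KG, 30 min room temperature, pH 7.5; 50uM AOA control.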
SNCA expr inh: SNCA gene expression inhibition; HEK-293 SNCA-luciferase knock-in, luminescence, 24 h; Potency, µM (top dose mostly 57.2 µM), without a hit: at the highest dose activity change, negative = inhibition, most hits filed as inhibitors; actives 0.17% (n = 140,000); AID 1671194;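 also: potency is read from the fitted curve at half-maximal effect; plate controls were DMSO cells for no effect and cell-free wells for full effect; nearly all actives have a fitted effect of over 45% in size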
HEK293 viab: cell viability loss counter-screen. actives 0.12% (n = 150,000). HEK-293-SNCA-luc viability, GF-AFC fluorescence, 24 h. Potency, µM (highest dose often 57.1 µM), for inactives: top-dose activity change, negative = cytotoxicity, most hits filed as cytotoxic. AID 1671193;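 also: potency is read from the fitted curve at half-maximal effect; 0% = DMSO-treated cells and -100% = medium-only wells without cells; nearly all actives have a fitted effect of over 30% in size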
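Cytotoxicity counterscreen: after 24 h compound treatment of genome-edited SNCA-luciferase HEK-293 cells, live-cell protease substrate GF-AFC read by fluorescence after 30 min; activity scaled between DMSO (0%) and medium-only (-100%), curves Hill-fitted.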
3T3 cytotox: kills NIH 3T3 cells; NIH 3T3 viability, CellTiter-Glo ATP luminescence, 48-72 h; Potency, µM (doses to about 96.7 µM), for the others: at the top dose activity change, negative = cytotoxicity, usual class: inhibitors; actives 4.3% (n = 94,000); AID 1345082; also: potency is read from the fitted curve at half-maximal effect; nearly all actives have a fitted effect of over 55% in size
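Luminescent ATP readout (CellTiter-Glo, 10 min RT) after 48 or 72 hr compound exposure of NIH 3T3 cells seeded at 400 cells/well in 1536-well format; quantitative HTS.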
Active calls of the source: *; i = inactive; u = inconclusive; x = no result given; [ ] = dose if it differs, or a comment. Unless noted, calls follow the shape of the dose curve; as a rule, active = well fitted curve in the direction sought with a large enough effect; inconclusive = small, poorly fitted or top-dose-only effect, or another doubt; inactive = no such curve, though single readings can be large; an effect the other way counts as inactive or inconclusive. Unless noted, % is scaled to controls: 0 for no effect and ±100 for the full control effect.

SMILES | HEK293 tox | IP6K1 inh | Luciferase inh | GPT2 inh | SNCA expr inh | HEK293 viab | 3T3 cytotox
CC[C@H]1CN2CC[C@H]1C[C@@H]2CNCc1cccs1 | -20%[230 µM] | 0 | -17%[230 µM] | -20%[88.5 µM] | 9%[87.6 µM] | 9%[87.6 µM] | -15%[174 µM]
OCCCBr | x | 14 | x | 4%[88.5 µM] | 24% | 21% | x
COc1cc2c(cc1Oc1ccccc1)NC(=O)C21CCN(C(=O)c2cnccn2)CC1 | u | -14 | 2%[172 µM] | -3%[88.5 µM] | -2%[87.6 µM] | -6%[87.6 µM] | -9%[138 µM]
CC[C@H]1CN2CC[C@H]1C[C@@H]2CNS(=O)(=O)c1ccc(OC)cc1 | -1%[172 µM] | -9 | 0%[172 µM] | -4%[88.5 µM] | 4%[87.6 µM] | -8%[87.6 µM] | -5%[174 µM]
CCCS(=O)(=O)Nc1ccc2n(c1=O)C[C@H]1C[C@@H]2CN(C(=O)Nc2ccc(OC)cc2)C1 | 0% | -1 | 13% | 2% | 39%[activator] | -30% | -8%
COc1ccc(C)cc1NC(=O)c1cccn(Cc2ccccc2Cl)c1=O | x | 0 | x | x | u | 1% | x
CCOC(=O)c1ncn2c1[C@@H]1CCCN1C(=O)c1cc(OC)ccc1-2 | x | x | x | i | -25% | -20% | x
CCOc1ccccc1NC(=O)c1cccn(Cc2ccccc2C)c1=O | x | -2 | x | x | 20% | -8% | x
COc1ccc(NC(=O)CN2C(=O)CN=C(c3ccccc3)c3ccccc32)c(OC)c1 | x | -9 | x | x | -13% | -17% | x
NCc1cccnc1 | x | 5 | x | 4% | -46%[25.6 µM] | -16%[23.9 µM] | x
Cc1ccc(-n2c(/C=C/c3ccc(Br)s3)nc3ccccc3c2=O)cc1C | x | 17 | x | x | -22% | -23% | x
CC12Cc3cn[nH]c3C=C1CCC1C2CCC2(C)C1CCC2(C)O (stereo not drawn) | x | -47* | x | i | x | -3% | x
O=C([C@H]1CN2CCC1C[C@@H]2Cn1cc(-c2ccccn2)nn1)N1CCOCC1 (stereo partly drawn) | -2%[172 µM] | 19 | -1%[172 µM] | -4%[88.5 µM] | -15%[87.6 µM] | 4%[87.6 µM] | -2%[174 µM]
CCC(C)(OC(C)=O)C(=O)O[C@H]1[C@H](OC(C)=O)C[C@@H]2[C@@](C)([C@@H]3C[C@H]4C=CO[C@H]4O3)[C@H](C)C[C@H](OC(C)=O)[C@@]2(COC(C)=O)[C@@]12CO2 (stereo partly drawn) | x | 8 | x | -7%[17.1 µM] | x | 10%[23.9 µM] | x
C[C@@H]1CC[C@H]2[C@@H](C)C(=O)O[C@@H]3O[C@@]4(C)CC[C@H]1[C@]32OO4 | x | x | x | i | -8% | 7% | x
Cc1cc(C(=O)NCc2c(C)ncc3c2CCNC3)n[nH]1 | -2% | -1 | 10% | 5% | 0% | 3% | i
COc1ccc(-c2cc([C@H]3CN4CC[C@H]3C[C@@H]4CNS(=O)(=O)Cc3ccccc3)n(C)n2)cc1OC | u | 10 | 1% | i | 13% | -20% | -26%
Oc1ccc2c3c1O[C@H]1c4[nH]c5ccccc5c4C[C@@]4(O)C(C2)N(CC2CC2)CCC314 (stereo partly drawn) | x | x | x | u | -10% | -3% | x
CN1CCN(C(=O)Cc2c[nH]c3ncc(-c4ccccc4Oc4ccccc4)cc23)CC1 | 79µM* | -28* | 4%[172 µM] | -1%[88.5 µM] | -35%[87.6 µM] | -17%[87.6 µM] | u
O=C(c1ccc(F)cc1)N1C[C@@H]2C[C@H](C1)c1c(-c3cc4ccccc4s3)ccc(=O)n1C2 | -5% | -4 | -4% | 5% | 1% | -7% | -18%
COCCNC(=O)[C@H]1CN2CC[C@H]1C[C@@H]2Cn1cc(CO)nn1 | 5%[172 µM] | 18 | -2%[172 µM] | 3%[88.5 µM] | 10%[87.6 µM] | 4%[87.6 µM] | 2%[174 µM]
C=CCN1C[C@@H](C)N([C@H](c2ccc(C(=O)N(CC)CC)cc2)c2cccc(OC)c2)C[C@@H]1C | x | x | x | -29% | -4% | 1% | x
C=CCNC(=O)NC[C@H]1C[C@@H]2CCN1C[C@@H]2c1cc(-c2ccco2)nc(C)n1 | -9%[172 µM] | -5 | -5%[172 µM] | i | -26%[87.6 µM] | -9%[87.6 µM] | -3%[174 µM]
CCn1nccc1C(=O)N1CCC2(CC1)c1nccn1-c1ccccc1CN2C | 0% | 26 | -5% | 5% | 23% | 7% | u
CC1=CC2OC3CC(O)[C@](C)([C@@]2(C)C(O)C1=O)[C@]31CO1 (stereo partly drawn) | x | 27 | x | 3% | x | u | x

(more compounds)
SMILES | HEK293 tox | IP6K1 inh | Luciferase inh | GPT2 inh | SNCA expr inh | HEK293 viab | 3T3 cytotox
O=C(N1[C@H]2CC[C@@H]1c1cnc(-c3ccccc3)nc1C2)C1(c2ccccc2)CC1 | u | 7 | -6% | 1% | 8% | -6% | -26%
Cc1ncc2c(n1)C[C@@H]1CC[C@H]2N1C(=O)c1ccoc1 | 4% | -2 | 0% | i | 6% | 9% | i
CCCNC(=O)N1[C@H]2CC[C@@H]1c1cnc(-c3ccccc3)nc1C2 | u | 11 | -4% | i | -9% | -1% | u
O=C(O)COCC(=O)N1C[C@@H]2C[C@H](C1)c1c(-c3ccc4ccccc4c3)ccc(=O)n1C2 | -3%[172 µM] | 4 | -4%[172 µM] | u | 6%[87.6 µM] | -6%[87.6 µM] | 0%[174 µM]
COc1ccc2c(c1)C1(CCN(C(=O)Nc3ccc4c(c3)OCO4)C1)C(=O)N2C (stereo not drawn) | -17% | -7 | u | i | 34%[activator] | 6% | -7%
C[C@]12CC[C@H]3[C@@H](CC[C@@]45O[C@H]4C(O)=C(C#N)C[C@]35C)[C@H]1CC[C@H]2O | x | 9 | x | i | 13% | 2% | x
CN(C)C(=O)C1CN(Cc2cccnc2)CC12CCOCC2 (stereo not drawn) | -10% | 2 | 4% | 1% | 0% | 2% | i
CN1CCN(C(=O)Cc2c[nH]c3ncc(-c4cccc(OC(F)(F)F)c4)cc23)CC1 | u | -53* | -22%[172 µM] | u | -13%[87.6 µM] | -13%[87.6 µM] | 79µM*
COc1cc2c(cc1OC1CCCC1)NC(=O)C21CCN(C(=O)c2cccc(O)c2)CC1 | 79µM* | -17 | 3%[172 µM] | -4%[88.5 µM] | -29%[87.6 µM] | -4%[87.6 µM] | u
CC1(C)C(C(=O)N2CCCC(CNC(=O)c3ccc(F)cc3)C2)C1(C)C (stereo not drawn) | 2% | 9 | -3% | -8% | 3% | -6% | -6%
O=C(Cc1cccc(F)c1)N1CCN2CCS(=O)(=O)N(C3CC3)C(=O)C2C1 (stereo not drawn) | -1% | -5 | -4% | -2% | -8% | 11% | -7%
CN1CCN2C(=O)N(C3CCOCC3)C[C@H]2C1 | -9%[230 µM] | 5 | 1%[230 µM] | i | 3%[87.6 µM] | 7%[87.6 µM] | i
O=P1(N(CCCl)CCCl)NCCCO1 (stereo not drawn) | x | -3 | x | 0% | 0% | 6% | x
Cc1ccccc1-c1ccc2n(c1=O)C[C@H]1C[C@@H]2CN(C(=O)c2ccc(F)cc2)C1 | -4%[172 µM] | 1 | 2%[172 µM] | 2%[88.5 µM] | 5%[87.6 µM] | -5%[87.6 µM] | -4%[174 µM]
O=C1CCC2(CCNCC2)CCN1CC1CC1 | -24% | 20 | 0% | 2% | 31%[activator] | -8% | i
C[C@@H](N)Cc1cnc[nH]1 | x | x | x | -6% | -4% | -4% | x
NC(=O)c1ccc(N2CC3CCC(C2)N3CC(F)(F)F)nn1 | 4% | 8 | x | -7% | 7% | 3% | i
O=C(c1ccncc1)N1C2CCC1CN(Cc1cccnc1)C2 | -21% | 5 | x | i | -14% | 1% | -25%
Cc1cc(C(F)(F)F)nn1CC(=O)N1[C@H]2CC[C@@H]1c1cnc(-c3ccc(F)cc3)nc1C2 | -6% | 3 | 13% | i | 6% | 2% | -20%
O=[S+]1([O-])NCC2(CCN(Cc3ccccn3)C2)Oc2ncccc21 (stereo not drawn) | -4% | -5 | x | -2% | -4% | 1% | i
CC(Cc1ccccc1)N(C)Cc1ccco1 (stereo not drawn) | x | -2 | x | -6% | -9%[25.6 µM] | 18%[23.9 µM] | x
Clc1ccc(COC(Cn2ccnc2)c2ccc(Cl)cc2Cl)cc1 (stereo not drawn) | x | -22 | x | -15% | -13% | -12% | x
O=C1NC[C@H]2CN(Cc3cccs3)CCN12 | -4%[230 µM] | -1 | 0%[230 µM] | -4%[88.5 µM] | -1%[87.6 µM] | 1%[87.6 µM] | -3%[174 µM]
Cc1ncc2c(n1)C[C@@H]1CC[C@H]2N1C(=O)c1ccc2c(c1)OCO2 | u | -4 | -1% | 3% | -16% | -9% | u
COc1ccc(CCC(=O)N2[C@H]3CC[C@@H]2c2cnc(-c4ccc(F)cc4)nc2C3)cc1 | u | 37 | u | i | -6% | -10% | u
COC(=O)[C@@]12C(=O)C(C)C(=O)[C@]1(C)C(C)=C[C@H]1[C@]3(C=O)CC[C@H](OC(C)=O)C(C)(C)[C@H]3CC[C@@]12C (stereo partly drawn) | x | 10 | x | i | x | -5%[23.9 µM] | x

In another format: entries from further up.
SMILES	HEK293 tox	IP6K1 inh	Luciferase inh	GPT2 inh	SNCA expr inh	HEK293 viab	3T3 cytotox
Cc1cc(C(F)(F)F)nn1CC(=O)N1[C@H]2CC[C@@H]1c1cnc(-c3ccc(F)cc3)nc1C2	-6%	3	13%	i	6%	2%	-20%
O=[S+]1([O-])NCC2(CCN(Cc3ccccn3)C2)Oc2ncccc21 (stereo not drawn)	-4%	-5	x	-2%	-4%	1%	i
CC(Cc1ccccc1)N(C)Cc1ccco1 (stereo not drawn)	x	-2	x	-6%	-9%[25.6 µM]	18%[23.9 µM]	x
Clc1ccc(COC(Cn2ccnc2)c2ccc(Cl)cc2Cl)cc1 (stereo not drawn)	x	-22	x	-15%	-13%	-12%	x
O=C1NC[C@H]2CN(Cc3cccs3)CCN12	-4%[230 µM]	-1	0%[230 µM]	-4%[88.5 µM]	-1%[87.6 µM]	1%[87.6 µM]	-3%[174 µM]
Cc1ncc2c(n1)C[C@@H]1CC[C@H]2N1C(=O)c1ccc2c(c1)OCO2	u	-4	-1%	3%	-16%	-9%	u
COc1ccc(CCC(=O)N2[C@H]3CC[C@@H]2c2cnc(-c4ccc(F)cc4)nc2C3)cc1	u	37	u	i	-6%	-10%	u
COC(=O)[C@@]12C(=O)C(C)C(=O)[C@]1(C)C(C)=C[C@H]1[C@]3(C=O)CC[C@H](OC(C)=O)C(C)(C)[C@H]3CC[C@@]12C (stereo partly drawn)	x	10	x	i	x	-5%[23.9 µM]	x

Bioassay records deposited in PubChem BioAssay by National Center for Advancing Translational Sciences (NCATS).

Some of the compounds tested; the hit share may differ from the screen's.
